# EP2 mod = EP2 receptor (human) modulation; P43116; EP2-expressing cells, cAMP HTRF FRET, PGE2 co-stimulation; induction, % at 25 µM; hit rate 0.83% among 260,000; AID 940;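 active means compounds whose cAMP rise, as percent of the full-agonist control response, exceeds 60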;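 further: rat C6 glioma line stably carrying human EP2 under a CMV promoter; the protocol text gives 20 µM as final concentration; 100% = response of wells given 1 µM PGE2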
# Hck Nef HTS = blocks Nef-activated human Hck kinase; P08631; Recombinant Hck-YEEI plus Nef, Z-Lyte FRET kinase assay; inhibition, % at 20 µM; hit rate 0.68% among 220,000;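 active means Hck-Nef kinase inhibition above about 50%, limit read from the data; inactive means inhibition below that limit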;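 further: 0% = DMSO with Hck plus Nef and 100% = Hck alone without Nef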
# L929 necroptosis = L929 zVAD cell death inhibition. L929 zVAD necroptosis rescue, ATP luminescence, 24 h; with zVAD 60 µM. viability rescue, % at 10 µM. hit rate 0.38% among 220,000;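 active means activation, scaled between plate controls, above about 75%, limit read from the data; inactive means activation under that limit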;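 further: 0% = zVAD with DMSO and 100% = DMSO alone without zVAD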
# EP2 antag = EP2 receptor (human) inhibition; inhibition, % at 25 µM; AID 1422; P43116; hit rate 0.52% among 260,000; C6 glioma cells expressing human EP2, cAMP TR-FRET; cells stimulated with saturating PGE2;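 active means percent inhibition above 40 after rounding to a whole number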;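 further: rat C6 glioma host cells with rolipram phosphodiesterase inhibitor present; the protocol text gives 20 µM as final concentration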
# Tb hexokinase = blocks Trypanosoma brucei hexokinase 1 activity; recombinant TbHK1, G6PDH-coupled NADH A340; inhibition, % at 10 µM; hit rate 0.11% among 220,000; AID 1430;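 active means inhibition of 50% or more in the single-dose primary screen; inactive means inhibition below 50%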
# m-calpain inh = calpain II (pig) inhibition; purified calpain II, fluorogenic peptide substrate, 30 min; inhibition, % at 16 µM; hit rate 0.37% among 220,000; AID 1236;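 active means inhibition above about 50%, limit read from the data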
# eIF4E 4G PPI = eIF4E/eIF4G interaction inhibition in translation initiation | P63073+Q04637 | TR-FRET eIF4E-eIF4GI(517-606) binding, 2 h | inhibition, % at 21.7 µM | hit rate 0.37% among 220,000 | AID 782;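 active means inhibition above about 30%, limit read from the data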;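 further: 0% = full FRET control wells and 100% = background wells lacking eIF4GI fragment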
# Target sequence (P63073 whole entry, looked up, the tested form may be a part): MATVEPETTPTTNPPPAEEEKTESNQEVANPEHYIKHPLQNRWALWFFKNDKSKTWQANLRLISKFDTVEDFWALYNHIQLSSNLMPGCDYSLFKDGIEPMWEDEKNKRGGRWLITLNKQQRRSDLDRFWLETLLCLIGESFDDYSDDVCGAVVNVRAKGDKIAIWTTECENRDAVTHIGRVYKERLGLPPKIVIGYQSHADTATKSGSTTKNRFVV
# Target sequence (Q04637 whole entry, looked up, the tested form may be a part): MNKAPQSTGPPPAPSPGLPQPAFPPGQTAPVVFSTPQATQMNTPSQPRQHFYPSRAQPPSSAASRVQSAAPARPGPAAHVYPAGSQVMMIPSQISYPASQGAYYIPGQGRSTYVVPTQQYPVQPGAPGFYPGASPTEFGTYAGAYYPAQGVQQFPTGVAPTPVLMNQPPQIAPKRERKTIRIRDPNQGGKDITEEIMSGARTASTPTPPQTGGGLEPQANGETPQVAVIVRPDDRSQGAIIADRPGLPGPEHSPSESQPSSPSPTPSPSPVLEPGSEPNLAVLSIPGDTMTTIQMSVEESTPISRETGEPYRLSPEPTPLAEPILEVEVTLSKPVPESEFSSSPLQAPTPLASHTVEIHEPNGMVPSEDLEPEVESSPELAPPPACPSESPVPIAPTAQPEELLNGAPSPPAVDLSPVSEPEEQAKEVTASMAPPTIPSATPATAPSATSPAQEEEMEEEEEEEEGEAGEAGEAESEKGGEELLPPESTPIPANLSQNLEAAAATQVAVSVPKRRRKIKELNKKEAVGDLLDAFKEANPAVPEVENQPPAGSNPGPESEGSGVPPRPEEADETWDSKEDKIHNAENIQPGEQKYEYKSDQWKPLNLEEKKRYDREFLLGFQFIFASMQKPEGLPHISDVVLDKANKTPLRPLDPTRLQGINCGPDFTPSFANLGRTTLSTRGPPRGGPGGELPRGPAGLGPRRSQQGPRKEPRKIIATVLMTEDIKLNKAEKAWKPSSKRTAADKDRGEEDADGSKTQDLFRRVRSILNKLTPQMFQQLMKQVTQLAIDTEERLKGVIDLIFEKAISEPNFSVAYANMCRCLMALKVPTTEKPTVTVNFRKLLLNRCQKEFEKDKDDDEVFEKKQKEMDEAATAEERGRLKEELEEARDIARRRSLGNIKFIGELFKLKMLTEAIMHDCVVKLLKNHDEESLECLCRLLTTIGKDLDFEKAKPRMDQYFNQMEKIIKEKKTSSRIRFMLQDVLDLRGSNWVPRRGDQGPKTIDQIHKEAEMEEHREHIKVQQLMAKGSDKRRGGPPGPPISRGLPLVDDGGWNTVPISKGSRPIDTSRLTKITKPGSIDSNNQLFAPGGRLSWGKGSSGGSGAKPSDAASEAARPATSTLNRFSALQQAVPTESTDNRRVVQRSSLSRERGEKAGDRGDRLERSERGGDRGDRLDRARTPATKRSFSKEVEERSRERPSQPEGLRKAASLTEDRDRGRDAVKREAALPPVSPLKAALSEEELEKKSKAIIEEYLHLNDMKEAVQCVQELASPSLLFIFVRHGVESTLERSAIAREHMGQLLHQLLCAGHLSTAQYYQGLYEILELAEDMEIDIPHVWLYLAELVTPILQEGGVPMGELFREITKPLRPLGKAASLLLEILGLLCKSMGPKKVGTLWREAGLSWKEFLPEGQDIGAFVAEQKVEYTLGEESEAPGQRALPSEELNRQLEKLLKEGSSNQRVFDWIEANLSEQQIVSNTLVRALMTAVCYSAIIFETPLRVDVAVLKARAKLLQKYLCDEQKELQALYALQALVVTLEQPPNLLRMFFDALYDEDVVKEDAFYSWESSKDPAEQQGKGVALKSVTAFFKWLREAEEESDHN
# Rad51 HR inh = Rad51 (human) homologous recombination inhibition; Q06609; hRad51 DNA strand exchange, fluorescence dequenching; inhibition, % at 10 µM; hit rate 0.085% among 200,000;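 active means inhibition above 40% at the single screening dose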;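 further: 0% = DMSO control wells and 100% = blanks with heterologous ssDNA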
#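 Assay system: Human Rad51 nucleoprotein filaments preassembled on unlabelled ssDNA | Reagent: Donor/quencher-labelled 47-bp dsDNA substrate | Doses: One concentration, 10 µM final | Times: 37 °C 15-min filament assembly, 30-min compound preincubation, 15-min exchange | Technique: Fluorescein emission 520 nm, excitation 485 nm | Benchmarks: Plate control and blank wells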
# 14-3-3 Bad inh = disrupts binding of bovine 14-3-3 zeta to phospho-Bad peptide. P63103. TR-FRET 14-3-3zeta/Dy647-pBad peptide displacement, 1 h. inhibition, % at 21.7 µM. hit rate 0.71% among 220,000;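 active means inhibition above about 70%, limit read from the data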;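 further: 0% = full 14-3-3 plus peptide FRET controls and 100% = background without 14-3-3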
# * = called active by the depositor; x = not tested or not shown; & = joins results of further samples; [ ] = remark or other dose. These rows are one share of the data; rates above refer to the full screens.
# Fields – 14-3-3 Bad inh	EP2 antag	m-calpain inh	Tb hexokinase	eIF4E 4G PPI	EP2 mod	Rad51 HR inh	Hck Nef HTS	L929 necroptosis
- NS(=O)(=O)c1ccc(N2C(=O)C3C4CC(C(Br)C4Br)C3C2=O)cc1 (stereo not given)
    -4.1	8.0	28.8	5.3	-2.5	-63.4	-5.4	23.4	0.5
- Cc1ccc(Nc2nc(N)nc(CN3CCN(C)CC3)n2)cc1
    -8.2	5.6	6.8	3.0	-5.6	-8.7	-9.7	-2.1	0.3
- Cc1nn(CC(=O)Nc2ccc3c(c2)OCO3)c(C)c1[N+](=O)[O-]
    -6.1	5.2	27.9	-1.4	3.4	-4.8	-3.6	19.8	1.8
- O=C(O)CCc1nnc2n(Cc3ccc(F)cc3)c(=O)c3ccccc3n12
    8.3	6.8	23.0	4.7	3.1	8.9	-1.7	15.5	1.4
- Cc1nc(N2CCN(c3ccccn3)CC2)c2c(C)c(C(=O)Nc3ccc(F)cc3F)sc2n1
    -15.2	9.1	-79.0	-10.9	-3.0	-34.8	8.0	-2.7	-0.9
- CC1CCCC(C)N1C(=O)COc1ccc(F)cc1 (stereo not given)
    -2.1	3.9	29.9	8.7	1.2	-33.2	x	13.6	-0.5
- COc1ccc(CNC[C@@H](CCCCN(C)Cc2ccc(OC)cc2)N2C[C@H](c3ccccc3)N(CCc3ccc(Cl)c(Cl)c3)C(=O)C2=O)cc1
    -2.3	16.3	35.5	10.5	0.5	-33.9	-6.9	-24.7	-3.5
- CCOc1cc(OCC)cc(C(=O)Nc2cccc(C(C)=O)c2)c1
    7.5	10.6	-2.1	0.7	1.9	16.4	1.8	1.2	1.8
- COc1ccc(-c2csc(NS(=O)(=O)c3ccc([N+](=O)[O-])cc3)n2)cc1
    -10.7	5.5	-37.5	-8.4	4.7	0.7	2.1	0.3	0.5
- Cc1ccccc1NC(=O)c1snc2c(=O)[nH]cnc12
    -19.0	7.6	-5.0	-7.3	1.2	5.7	14.0	20.8	2.7
- O=C1CCCCN1CCc1c[nH]c2ccccc12
    -7.3	14.2	-20.6	1.6	1.6	-4.6	-7.3	1.0	-0.1
- O=C(OCC(F)(F)C(F)F)c1ccccc1C(=O)Oc1ccc(F)cc1F
    2.3	4.3	-3.0	6.5	-6.3	31.5	2.9	-1.1	0.1
- CSCCC(NC(=O)c1ccccc1Br)C(=O)NCC1CCCCC1 (stereo not given)
    -7.3	5.6	-1.7	-1.6	2.5	-28.0	0.3	18.4	0.0
- COc1ccc(-c2cc(C(F)(F)F)nc(N3CCOCC3)n2)cc1OC
    -1.5	5.5	-14.4	-15.2	2.0	69.7*	37.2	2.6	6.7
- CCc1nnc(NS(=O)(=O)c2ccc(Nc3ccc4nonc4c3[N+](=O)[O-])cc2)s1
    -12.0	3.0	-49.8	-8.1	2.0	2.4	-9.9	20.7	1.9
- CCOC(=O)c1cc(-c2ccccc2)nn1CCC#N
    -5.0	8.5	3.0	3.2	-1.8	3.3	2.2	0.0	2.0
- COC(=O)Cn1c2ccc(Cl)cc2c2nc(C)sc21
    -14.2	8.9	-15.5	-2.1	-4.2	-19.2	-5.5	6.9	0.8
- O=Cc1cn(CC(=O)N2CCCCCC2)c2ccccc12
    5.3	8.9	-13.2	-15.5	-2.2	15.9	-7.8	10.6	-0.6
- COc1ccccc1CNC(=O)c1ccc(-c2ccccc2C(F)(F)F)o1
    -0.5	1.0	13.2	-8.8	11.2[fluorescence artefact?]	25.6	3.5	-1.4	13.8
- O=C(NCCc1ccccc1)c1ccc2c(c1)N(Cc1ccccc1)C(=O)CS2=O (stereo not given)
    8.0	9.3	17.1	3.9	-7.8	11.9	-1.6	3.0	-0.5
- CC1(C)CC(=O)c2cc(C(=O)Nn3cnnc3)c(=O)n(-c3ccccc3)c2C1
    9.2	17.8	-75.5	-14.1	6.1	16.6	7.1	1.0	0.4
- COc1cccc(/C=N/n2nnnc2N)c1O
    -0.6	8.4	3.9	-7.1	1.9	-13.1	x	-24.9	-0.3
- CC(=O)Nc1nc(SCC(=O)Nc2nnc(C)s2)[nH]c(=O)c1NC(=O)c1cccs1
    -1.8	4.5	13.7	-2.5	0.1	19.5	x	-8.7	0.0
- CCn1cc(Br)c(-c2nc3ccccc3c(=O)n2N)n1
    -4.7	10.9	-23.8	2.6	-0.1	9.4	0.7	-5.8	-0.4
- CC(=O)Nc1cc2ccccc2oc1=O
    -10.4	2.2	-24.1	-12.4	2.1	15.0	6.0	21.4	3.5
- CCOc1ccc(-c2nnn(CC(=O)NCc3ccc(OC)cc3)n2)cc1OCC
    -2.2	6.7	-76.3	6.6	-28.9	21.5	-7.2	3.9	0.2
- Cc1cc(=O)[nH]c(N/N=C/c2sccc2C)n1
    11.2	6.5	28.1	-26.6	-4.5	12.6	-2.4	-0.6	0.4
- CCOC(=O)c1cc2sc(C)cc2n1CCCN1C(=O)c2ccccc2C1=O
    11.0	6.5	14.7	-3.2	2.7	33.4	0.1	0.3	0.5
- CC(=O)c1cccc(NC(=O)N2CCCC2C(=O)NC2CCCCC2)c1 (stereo not given)
    4.2	10.1	3.4	2.1	4.7	-7.3	-4.8	0.4	-0.2
- CCOC(=O)c1sc(SC)nc1N
    -13.8	6.4	9.2	-13.6	-1.4	11.5	-5.4	23.3	2.4
- COc1ccc(C2C(C(=O)c3ccccc3)=C(C)Nc3nc4ccccc4n32)c(OC)c1 (stereo not given)
    -4.3	1.9	-38.1	-3.7	3.5	43.2	x	-3.1	x
- Cc1cccc(C)c1NC(=S)Nc1c(C)n(C)n(-c2ccccc2)c1=O
    -18.1	7.7	-2.6	27.0	5.3	6.2	18.8	8.6	0.6
- O=C(N/N=C/C1=C(N2CCOCC2)C(=C\c2ccccc2)/CC1)Nc1ccccc1
    5.0	4.0	2.7	-24.0	1.3	-4.5	-0.5	2.7	0.1
- CC(C)NC(=O)CCS(=O)(=O)c1cccc2nonc12
    -10.2	8.1	-36.3	-1.6	-9.2	22.4	-7.4	6.1	0.0
- Cc1cc(O)c(C2=Nc3ccccc3SC(c3ccc(Cl)cc3)C2)c(=O)o1 (stereo not given)
    -12.2	9.8	-0.7	-19.4	-0.1	45.5	25.6	15.2	-0.2
- CCOc1ccc2c3c(c(=O)oc2c1OCC)CCCC3
    0.2	13.9	-298.9	-7.4	9.7	-20.5	-10.6	0.4	-0.3
- O=C(Nc1ccc(Cl)cc1C(=O)NCc1cccnc1)c1ccc(Cl)cc1Cl
    -3.3	5.2	10.9	3.0	8.3	23.3	3.8	2.6	0.6
- CCOC(=O)c1ccc2c(c1)N(CC(=O)N1CCCCC1)C(=O)C(C)(C)O2
    5.4	2.4&15.0	20.9	0.9	-0.3	34.5&21.7	-5.3	7.3	-0.9
- CCOC(=O)c1c(NC(=O)C2C3CCC(O3)C2C(=O)O)sc2c1CCCC2 (stereo not given)
    -9.8	12.0	-22.1	-7.6	5.8	15.9	11.5	19.9	2.0
- O=C(CSc1nnc(CN2CCOCC2)n1-c1ccccc1)N1CCc2ccccc21
    4.6	1.4	4.5	-7.0	-2.4	2.6	-2.2	0.5	0.0
- COc1ccc(N2CCN(Cc3nc4c(c(=O)n(C)c(=O)n4C)n3CC(C)=O)CC2)cc1
    -8.2	5.4	-10.8	-5.8	2.8	15.3	-0.5	0.3	-0.2
- Cc1ccc2c(c1)C1CN(C)CCC1N2C(=O)COc1ccc(N(C)S(=O)(=O)c2cccs2)cc1 (stereo not given)
    1.4	6.0	9.0	-10.6	3.8	-22.8	21.8	8.5	1.6
- CCc1cc(C(=O)N2CCCC(C(=O)c3cccc4ccccc34)C2)n(C)n1 (stereo not given)
    -17.3	2.6	1.1	-3.0	0.5	-46.8	x	4.9	-0.2
- COc1cccc(C2NC(=O)NC(C)=C2C(=O)Nc2ccccc2C)c1 (stereo not given)
    -2.3	15.2	-6.9	1.9	-6.0	-1.6	0.4	-0.8	-0.2
- Cc1cc(C(=O)Nc2ccc(N3CCCCC3)cc2)no1
    -2.5	4.4	20.9	-14.7	5.4	-0.8	3.5	-6.8	1.9

# Rewritten comma-delimited: entries from further up
molecule,14-3-3 Bad inh,EP2 antag,m-calpain inh,Tb hexokinase,eIF4E 4G PPI,EP2 mod,Rad51 HR inh,Hck Nef HTS,L929 necroptosis
COc1ccc(C2C(C(=O)c3ccccc3)=C(C)Nc3nc4ccccc4n32)c(OC)c1 (stereo not given),-4.3,1.9,-38.1,-3.7,3.5,43.2,x,-3.1,x
Cc1cccc(C)c1NC(=S)Nc1c(C)n(C)n(-c2ccccc2)c1=O,-18.1,7.7,-2.6,27.0,5.3,6.2,18.8,8.6,0.6
O=C(N/N=C/C1=C(N2CCOCC2)C(=C\c2ccccc2)/CC1)Nc1ccccc1,5.0,4.0,2.7,-24.0,1.3,-4.5,-0.5,2.7,0.1
CC(C)NC(=O)CCS(=O)(=O)c1cccc2nonc12,-10.2,8.1,-36.3,-1.6,-9.2,22.4,-7.4,6.1,0.0
Cc1cc(O)c(C2=Nc3ccccc3SC(c3ccc(Cl)cc3)C2)c(=O)o1 (stereo not given),-12.2,9.8,-0.7,-19.4,-0.1,45.5,25.6,15.2,-0.2
CCOc1ccc2c3c(c(=O)oc2c1OCC)CCCC3,0.2,13.9,-298.9,-7.4,9.7,-20.5,-10.6,0.4,-0.3
O=C(Nc1ccc(Cl)cc1C(=O)NCc1cccnc1)c1ccc(Cl)cc1Cl,-3.3,5.2,10.9,3.0,8.3,23.3,3.8,2.6,0.6
CCOC(=O)c1ccc2c(c1)N(CC(=O)N1CCCCC1)C(=O)C(C)(C)O2,5.4,2.4&15.0,20.9,0.9,-0.3,34.5&21.7,-5.3,7.3,-0.9
CCOC(=O)c1c(NC(=O)C2C3CCC(O3)C2C(=O)O)sc2c1CCCC2 (stereo not given),-9.8,12.0,-22.1,-7.6,5.8,15.9,11.5,19.9,2.0
O=C(CSc1nnc(CN2CCOCC2)n1-c1ccccc1)N1CCc2ccccc21,4.6,1.4,4.5,-7.0,-2.4,2.6,-2.2,0.5,0.0

# The list goes on.
# Fields – 14-3-3 Bad inh	EP2 antag	m-calpain inh	Tb hexokinase	eIF4E 4G PPI	EP2 mod	Rad51 HR inh	Hck Nef HTS	L929 necroptosis
- CCOC(=O)N1CCN(C(=O)Nc2sc3nc4n(c(=O)c3c2C)CCC(C)CC4)CC1 (stereo not given)
    -4.0	4.2	-22.0	-8.1	-0.8	12.7	-5.0	2.8	0.3
- O=C(CSc1nnnn1-c1ccc(Cl)cc1)NC(=O)Nc1ccc2c(c1)OCCO2
    6.1	6.1	-7.9	3.7	0.8	-6.8	5.0	-0.1	-0.2
- Cc1ccc(CSc2nnc(-c3ccco3)o2)cc1
    3.7	x	21.4	40.1	-5.1	-6.6	x	-13.6	1.0
- CCOC(=O)CSc1[nH]c(=O)cc(C)c1C#N
    5.7[fluorescence artefact?]	4.7	-8.1	3.2	2.7[fluorescence artefact?]	12.3	2.5	4.1	0.3
- CCn1c(N2CCN(S(=O)(=O)CC)CC2)nc2ccccc21
    6.1	8.3	-23.2	-8.1	-2.7	-5.0	1.0	21.8	5.2
- CCC(CO)n1cnnc1-c1ccncc1 (stereo not given)
    -6.6	4.4	-22.4	16.3	-8.7	34.3	-2.8	-0.5	2.4
- CC(C)Cn1c(N)c(C(=O)COC(=O)c2cccc(Cl)c2)c(=O)n(C)c1=O
    -4.4	7.4	77.0*	-3.7	-1.4	-43.3	5.9	21.0	0.9
- COc1ccc(/C=C2\SC(=S)N(CC3CCCO3)C2=O)cc1 (stereo not given)
    8.7	2.7	33.7	-20.0	5.8	-7.6	12.7	-5.5	0.1
